VHR inh abs: VHR1 phosphatase inhibitors, primary screen, biochemical, absorbance, uHTS; Dual specificity protein phosphatase 3 (Homo sapiens), P51452; recombinant VHR phosphatase, pNPP absorbance; inhibition, % at 13.3 µM; hit rate 0.52% among 290,000; AID 1654, 2009; in the data active = inhibition above about 50%; note: some compounds called inactive have numbers as strong as hits
Target sequence (P51452 whole entry, looked up): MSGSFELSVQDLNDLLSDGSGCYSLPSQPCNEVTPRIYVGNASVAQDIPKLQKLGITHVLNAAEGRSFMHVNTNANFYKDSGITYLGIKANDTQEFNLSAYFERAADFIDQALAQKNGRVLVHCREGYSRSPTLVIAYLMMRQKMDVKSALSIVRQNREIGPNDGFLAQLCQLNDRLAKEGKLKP
CCHF vOTU inh: CCHFV vOTU protease inhibitors, primary screen, biochemical, Pep-AMC substrate, fluorescence; hit rate 0.55% among 370,000; AID 651958, 2012; Crimean-Congo hemorrhagic fever virus L polyprotein viral ovarian tumor (vOTU) protease …; inhibition, % at 11.5 µM; note: 0% = vehicle wells with enzyme and 100% = no enzyme wells
Mtb BioA inh: M. tuberculosis BioA enzyme inhibitors, primary screen, biochemical, plate reader, single point, HTS. 7,8-diaminopelargonic acid synthase BioA (Mycobacterium tuberculosis). purified M. tuberculosis BioA enzyme. inhibition, % at 9.99 µM. hit rate 0.096% among 360,000; in the data active = inhibition above about 40%; inconclusive = no clear call, values can overlap the other calls
GDH-TPI inh: GDH-TPI coupling enzyme inhibitors, primary screen, artefact control for M. tuberculosis FBA inhibitor project, biochemical, absorbance, full deck. GDH-TPI coupled enzyme counterscreen, NADH absorbance. hit rate 1.2% among 360,000. inhibition, % at 4.8 µM;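 note: 0% = DMSO wells and 100% = wells lacking the enzyme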
BoNT-F LC inh: BoNT/F light chain protease inhibitors, primary screen, biochemical, flow cytometry, MLPCN library; AID 588497, 2011; Botulinum neurotoxin type F light chain protease (Clostridium botulinum); hit rate 0.22% among 360,000; inhibition, % at 10 µM; Multiplex microsphere protease cleavage assay; in the data active = inhibition above about 35%, passing the limit was not always enough; inconclusive = no clear call, values can overlap the other calls; note: plate controls were buffer without enzyme for full effect and enzyme alone for no effect
Rv3671c inh: Rv3671c serine protease inhibitors, primary screen, biochemical, fluorescence polarization, M. tuberculosis H37Rv; inhibition, % at 5.96 µM; AID 2606, 2010; hit rate 0.048% among 320,000; in the data active = inhibition above about 38%;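 note: extracellular domain of Rv3671c used as enzyme; 0% = enzyme with DMSO and 100% = no enzyme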
Target sequence (P9WHR9 whole entry, looked up, the tested form may be a part): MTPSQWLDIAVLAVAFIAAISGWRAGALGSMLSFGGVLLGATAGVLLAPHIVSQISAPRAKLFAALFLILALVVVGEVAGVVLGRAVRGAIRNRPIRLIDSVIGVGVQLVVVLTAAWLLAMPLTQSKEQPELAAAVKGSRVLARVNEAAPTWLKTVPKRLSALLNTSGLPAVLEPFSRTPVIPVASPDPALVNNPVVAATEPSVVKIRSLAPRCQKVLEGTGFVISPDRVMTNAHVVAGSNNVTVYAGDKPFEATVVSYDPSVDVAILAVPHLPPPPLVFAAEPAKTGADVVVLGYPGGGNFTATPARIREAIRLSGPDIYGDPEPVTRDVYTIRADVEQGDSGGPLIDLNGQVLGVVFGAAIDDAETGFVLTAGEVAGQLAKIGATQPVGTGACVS
Mtb UGM inh: M. tuberculosis UGM enzyme inhibitors, primary screen, biochemical, fluorescence polarization, single point; UDP-galactopyranose mutase (Mycobacterium tuberculosis (strain ATCC 25618 / H37Rv)), …; purified UGM, fluorescence polarization probe displacement; inhibition, % at 10 µM; hit rate 0.06% among 320,000; AID 504406, 2011; in the data active = inhibition above about 10%, passing the limit was not always enough; inconclusive = no clear call, values can overlap the other calls
MazEF act: activators of E. coli MazEF toxin-antitoxin RNase, primary screen, biochemical, fluorescence, uHTS. FAM/BHQ RNA-DNA oligo cleavage fluorescence, 5 h. hit rate 0.32% among 350,000. activation, % at 20 µM; in the data active = activation above about 50%
Target sequence (P0AE70 whole entry, looked up): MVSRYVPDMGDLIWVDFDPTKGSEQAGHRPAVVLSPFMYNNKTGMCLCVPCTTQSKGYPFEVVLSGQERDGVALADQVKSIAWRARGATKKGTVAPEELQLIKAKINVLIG
FadD28 FP inh: inhibitors of FadD28 bisubstrate probe binding, primary screen, biochemical, fluorescence polarization, single point; hit rate 0.22% among 360,000; inhibition, % at 12.5 µM; Mycobacterium tuberculosis FadD28 fatty-acid-AMP ligase; AID 588549, 2011; in the data active = inhibition above about 8.5%, passing the limit was not always enough; inconclusive = no clear call, values can overlap the other calls
Mtb FBA inh: Mtb FBA enzyme inhibitors, primary screen, biochemical, fluorescence, strain H37Rv. purified M. tuberculosis FBA, fluorescence read-out. inhibition, % at 1 µM. hit rate 2.3% among 360,000. AID 588726, 2011; in the data active = inhibition above about 27%;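 note: 0% = vehicle and 100% = reference inhibitor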
Target sequence (P9WQA3 whole entry, looked up): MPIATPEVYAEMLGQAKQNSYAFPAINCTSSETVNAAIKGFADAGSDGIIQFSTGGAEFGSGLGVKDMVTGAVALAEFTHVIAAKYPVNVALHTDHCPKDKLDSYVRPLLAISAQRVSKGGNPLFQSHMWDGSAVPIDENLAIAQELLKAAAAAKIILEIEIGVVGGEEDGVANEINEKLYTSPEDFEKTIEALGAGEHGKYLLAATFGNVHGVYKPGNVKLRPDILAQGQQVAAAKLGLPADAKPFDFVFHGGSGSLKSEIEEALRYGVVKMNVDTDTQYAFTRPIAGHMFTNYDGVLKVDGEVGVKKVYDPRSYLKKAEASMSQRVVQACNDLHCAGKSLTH
Numbers without * were called inactive. Cut-off read from the data, not from the text of the source, unless noted: active = inhibition above about 30%; inactive = the rest.

For Fc1cc(F)c(NC(=S)N2CCOCC2)c(F)c1 the results were VHR inh abs 5, CCHF vOTU inh 12, Mtb BioA inh -0.1, GDH-TPI inh 1, BoNT-F LC inh -13, Rv3671c inh -11, Mtb UGM inh 0.6, MazEF act 0, FadD28 FP inh 1.0 and Mtb FBA inh 3.
COc1ccccc1CCNS(=O)(=O)c1ccc(C(=O)O)n1C was read as VHR inh abs 18, CCHF vOTU inh -13, GDH-TPI inh 0, BoNT-F LC inh -12, Rv3671c inh 7, Mtb UGM inh -0.6, MazEF act 5, FadD28 FP inh -4.0 and Mtb FBA inh -2.
For C/C(=N\NC(=S)NC1CCCCC1)c1ccc(C#N)cc1 the results were VHR inh abs 26, CCHF vOTU inh 4, Mtb BioA inh 2.0, GDH-TPI inh 13, BoNT-F LC inh 10, Rv3671c inh -6, Mtb UGM inh -0.6, MazEF act -5, FadD28 FP inh -3.2 and Mtb FBA inh 2.
Screening COc1cc(CNCc2cc(OC)c(OC)c(OC)c2)cc(OC)c1 returned VHR inh abs 23, CCHF vOTU inh -5, Mtb BioA inh -0.7, GDH-TPI inh 7, Rv3671c inh -6, Mtb UGM inh -1.0, MazEF act 10, FadD28 FP inh -2.3 and Mtb FBA inh -1.
Screening CCCCN(C(=O)c1ccc([N+](=O)[O-])o1)c1c(N)n(CCCC)c(=O)[nH]c1=O returned CCHF vOTU inh -3, GDH-TPI inh 7, BoNT-F LC inh 10, Rv3671c inh 6, MazEF act 38, FadD28 FP inh -1.3 and Mtb FBA inh -1.
`O=C(NC(=O)N1CCOCC1)c1ccccc1` gave VHR inh abs 1, CCHF vOTU inh -16, Mtb BioA inh -1.8, GDH-TPI inh -1, BoNT-F LC inh 1, Rv3671c inh 7, Mtb UGM inh -1.4, MazEF act 4, FadD28 FP inh -4.8 and Mtb FBA inh -2.
Screening COc1cc([C@@H]2CC=C(C(=O)O)[C@H](c3ccc(C)cc3)N2S(=O)(=O)c2ccc(C)cc2)cc(OC)c1OC returned CCHF vOTU inh 2, Mtb BioA inh -0.1, GDH-TPI inh 5, BoNT-F LC inh -4, Rv3671c inh -1, MazEF act -4, FadD28 FP inh -1.4 and Mtb FBA inh -1.
Screening Cc1occc1-c1nnc(SCC(=O)Nc2nccs2)n1CCc1ccccc1 returned VHR inh abs 14, CCHF vOTU inh 2, Rv3671c inh -3, Mtb UGM inh -1.1 and MazEF act -1.
`COc1cccc(CN(C)C(=O)c2cc(-c3ccc(F)cc3)nc3ccccc23)c1` gave VHR inh abs 18, Mtb BioA inh -1.3, GDH-TPI inh 0, BoNT-F LC inh 5, Rv3671c inh -13, Mtb UGM inh -1.3, MazEF act -3, FadD28 FP inh -1.4 and Mtb FBA inh 3.
Screening CON(C)c1nc(Oc2ccc(=O)[nH]n2)nc(N(C)C)n1 returned VHR inh abs 14, CCHF vOTU inh 8, Mtb BioA inh -0.4, GDH-TPI inh 0, BoNT-F LC inh 2, Rv3671c inh -1, Mtb UGM inh -0.9, MazEF act 9, FadD28 FP inh -2.1 and Mtb FBA inh 4.
`COc1ccc(C(=O)C(C)OC(=O)CNC(=O)C2CCCCC2)cc1` (configuration not stated) gave CCHF vOTU inh -5, Mtb BioA inh 0.7, GDH-TPI inh 3, BoNT-F LC inh -11, Rv3671c inh 16, Mtb UGM inh -0.1, MazEF act 2, FadD28 FP inh -1.1 and Mtb FBA inh -4.
COc1ccc(/C=C(/NC(=O)c2ccccc2OC)C(=O)Nc2ccc(C(=O)O)cc2)cc1 was read as VHR inh abs -3, CCHF vOTU inh 12, Mtb BioA inh -0.4, GDH-TPI inh 19, BoNT-F LC inh -10, Rv3671c inh 2, Mtb UGM inh -0.5, MazEF act -3, FadD28 FP inh -0.4 and Mtb FBA inh -3.
Screening c1cnc2ccc3c(c2c1)COCO3 returned CCHF vOTU inh 1, GDH-TPI inh -10, BoNT-F LC inh 3, MazEF act 0, FadD28 FP inh -4.7 and Mtb FBA inh 6.
For Cc1ccc(NC(=O)c2sc3nc(N4CCOCC4)c4c(c3c2N)CC(C)(C)OC4)cc1 the results were VHR inh abs -32, CCHF vOTU inh 12, Mtb BioA inh 0.3, GDH-TPI inh 9, Rv3671c inh 0, Mtb UGM inh -1.4, MazEF act 14, FadD28 FP inh -2.2 and Mtb FBA inh 3.
For CCNC(=O)CN(c1ccc(OC)c(OC)c1)S(=O)(=O)c1ccccc1 the results were VHR inh abs -11, CCHF vOTU inh 3, Mtb BioA inh -1.2, GDH-TPI inh 3, BoNT-F LC inh inconclusive, Rv3671c inh 1, Mtb UGM inh 0.3, MazEF act 3, FadD28 FP inh -3.3 and Mtb FBA inh 0.

The closing 2 records of the section before come first, to join the parts:
For Cc1ccc(NC(=O)c2sc3nc(N4CCOCC4)c4c(c3c2N)CC(C)(C)OC4)cc1 the results were VHR inh abs -32, CCHF vOTU inh 12, Mtb BioA inh 0.3, GDH-TPI inh 9, Rv3671c inh 0, Mtb UGM inh -1.4, MazEF act 14, FadD28 FP inh -2.2 and Mtb FBA inh 3.
For CCNC(=O)CN(c1ccc(OC)c(OC)c1)S(=O)(=O)c1ccccc1 the results were VHR inh abs -11, CCHF vOTU inh 3, Mtb BioA inh -1.2, GDH-TPI inh 3, BoNT-F LC inh inconclusive, Rv3671c inh 1, Mtb UGM inh 0.3, MazEF act 3, FadD28 FP inh -3.3 and Mtb FBA inh 0.
Screening Cc1ccccc1NC(=O)CN1C(=O)N/C(=C\c2ccc(N3CCOCC3)c(F)c2)C1=O returned VHR inh abs 30, CCHF vOTU inh -11, GDH-TPI inh 14, BoNT-F LC inh 1, Rv3671c inh 2, Mtb UGM inh 0.6, MazEF act 1, FadD28 FP inh 0.5 and Mtb FBA inh 6.
CCOC(=O)COc1ccc(Oc2nc(C)cc(OC)n2)nn1 was read as VHR inh abs 23, CCHF vOTU inh -13, Mtb BioA inh -1.7, GDH-TPI inh -4, BoNT-F LC inh 4, Rv3671c inh -7, Mtb UGM inh 3.6, MazEF act -1, FadD28 FP inh -1.2 and Mtb FBA inh 0.
CC(=O)C1C(c2ccncc2)NC(=O)NC1(O)C(F)(F)F (configuration not stated) was read as VHR inh abs -9, Mtb BioA inh -0.5, GDH-TPI inh 6, BoNT-F LC inh 0, Rv3671c inh 0, Mtb UGM inh -0.8, MazEF act 0, FadD28 FP inh -0.7 and Mtb FBA inh 2.
Cc1ccc(C)c(S(=O)(=O)N2CCN(C(=O)c3ccc(C)s3)CC2)c1 was read as VHR inh abs 1, CCHF vOTU inh 5, Mtb BioA inh 2.1, GDH-TPI inh -1, BoNT-F LC inh 2, Rv3671c inh 0, Mtb UGM inh -4.9, MazEF act -1, FadD28 FP inh -0.8 and Mtb FBA inh -2.
For CN(CC(=O)NCCc1ccc(F)cc1)CC(=O)Nc1ccc(F)c(F)c1F the results were CCHF vOTU inh -2, Mtb BioA inh 1.9, GDH-TPI inh -5, BoNT-F LC inh -3, MazEF act 4, FadD28 FP inh -2.5 and Mtb FBA inh 2.
`CCN(CC)S(=O)(=O)c1ccc(NS(=O)(=O)c2ccc3oc(=O)[nH]c3c2)cc1` gave VHR inh abs 2, CCHF vOTU inh 2, Mtb BioA inh 0.8, GDH-TPI inh -8, BoNT-F LC inh -4, Rv3671c inh -5, Mtb UGM inh -0.1, MazEF act 5, FadD28 FP inh -0.1 and Mtb FBA inh 0.
Screening COc1ccc(NC(=O)Cc2nnc(SCC(=O)NC3=NCCS3)n2C)cc1 returned VHR inh abs 40, CCHF vOTU inh 2, Mtb BioA inh -2.5, GDH-TPI inh -8, BoNT-F LC inh 13, Rv3671c inh -2, Mtb UGM inh -0.6, MazEF act 1, FadD28 FP inh -4.9 and Mtb FBA inh -3.
`CCS(=O)(=O)c1nc(S(=O)(=O)c2ccc(Cl)cc2)c(N2CCC3(CC2)OCCO3)s1` gave VHR inh abs -6, CCHF vOTU inh 10, Mtb BioA inh 0.1, GDH-TPI inh 7, BoNT-F LC inh 3, Rv3671c inh -4, Mtb UGM inh 3.0, MazEF act 0, FadD28 FP inh -1.1 and Mtb FBA inh 3.
For Cc1cc(OC(C)C(=O)NCc2cccnc2)c2c3c(c(=O)oc2c1)CCC3 (configuration not stated) the results were VHR inh abs 6, CCHF vOTU inh -6, Mtb BioA inh -1.7, GDH-TPI inh 6, BoNT-F LC inh 3, Rv3671c inh -7, Mtb UGM inh -1.2, MazEF act -12, FadD28 FP inh -4.1 and Mtb FBA inh 21.
Screening O=C(NCCC1CCCCN1S(=O)(=O)c1cccs1)C(=O)Nc1ccc(F)cc1 (configuration not stated) returned CCHF vOTU inh 9, Mtb BioA inh -0.5, GDH-TPI inh -2, BoNT-F LC inh -7, Rv3671c inh -9, Mtb UGM inh 0.3, MazEF act 3, FadD28 FP inh -0.8 and Mtb FBA inh 4.
COc1ccc(C(=O)NC(C)c2nnc(SCC(=O)NC3=NCCS3)n2C)cc1 (configuration not stated) was read as VHR inh abs 20, CCHF vOTU inh 3, GDH-TPI inh -2, BoNT-F LC inh 11, Rv3671c inh -3, Mtb UGM inh 4.1, MazEF act 1, FadD28 FP inh -1.1 and Mtb FBA inh 0.
COc1ccc(S(=O)(=O)Nc2ccccn2)cc1 was read as VHR inh abs -8, CCHF vOTU inh -7, Mtb BioA inh 0.1, GDH-TPI inh -11, BoNT-F LC inh 10, Rv3671c inh 7, Mtb UGM inh -0.5, MazEF act 5, FadD28 FP inh -2.7 and Mtb FBA inh 2.
Screening CCn1c(C)c(C)c2cc(C(=O)NCCCN3CCN(C)CC3)ccc21 returned VHR inh abs 13, CCHF vOTU inh 6, Mtb BioA inh 1.7, GDH-TPI inh -10, BoNT-F LC inh -3, Rv3671c inh -13, Mtb UGM inh -0.5, MazEF act -15, FadD28 FP inh -1.1 and Mtb FBA inh 0.
CC(C)(C)C(=O)Nc1ccc(C(=O)COC(=O)C2CC2)cc1 was read as CCHF vOTU inh 6, Mtb BioA inh -1.0, GDH-TPI inh 11, MazEF act -19, FadD28 FP inh -1.1 and Mtb FBA inh 4.
Screening O=[N+]([O-])C(/C=C(\Cl)[N+](=O)[O-])=C(N1CCCCC1)N1CCCCC1 returned VHR inh abs 43, CCHF vOTU inh 6, GDH-TPI inh 2, BoNT-F LC inh -4, Rv3671c inh 3, Mtb UGM inh -0.9, MazEF act -65, FadD28 FP inh -1.9 and Mtb FBA inh -23.
`COc1ccc(NC(=O)CNS(=O)(=O)c2cccs2)c(OC)c1` gave VHR inh abs -2, CCHF vOTU inh 3, Mtb BioA inh -1.4, GDH-TPI inh 10, BoNT-F LC inh -11, Rv3671c inh -4, Mtb UGM inh 0.3, MazEF act 5, FadD28 FP inh -0.9 and Mtb FBA inh 2.
For COc1ccc(NC(=O)CN(C)CC(=O)c2c(C)[nH]c3ccccc23)cc1 the results were CCHF vOTU inh 16, Mtb BioA inh -1.2, GDH-TPI inh 8, BoNT-F LC inh -6, Rv3671c inh 0, Mtb UGM inh -0.1, MazEF act -16, FadD28 FP inh 1.2 and Mtb FBA inh 5.
Screening CN(C(=O)COC(=O)c1ccccc1C(=O)N(C)c1ccccc1)c1ccccc1 returned VHR inh abs -3, CCHF vOTU inh -5, Mtb BioA inh -2.3, GDH-TPI inh 7, BoNT-F LC inh 0, Rv3671c inh -10, Mtb UGM inh -0.2, MazEF act 2, FadD28 FP inh 0.7 and Mtb FBA inh 5.
